# Assay outcomes from PubChem BioAssay.
# TAAR1 ag: human TAAR1 agonism | Q96RJ0 | CHO RD-HGA16 TAAR1, Fluo-8 calcium fluorescence; vehicle wells 0%, saturating PEA agonist 100% | activation, % at 3 µM | 360,000 compounds, 0.99% hits | AID 624467;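 active = activation above the mean activation of all test compounds in the run plus 3 SD, cut at about 38% in these data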
# Target sequence (Q96RJ0 whole entry, looked up): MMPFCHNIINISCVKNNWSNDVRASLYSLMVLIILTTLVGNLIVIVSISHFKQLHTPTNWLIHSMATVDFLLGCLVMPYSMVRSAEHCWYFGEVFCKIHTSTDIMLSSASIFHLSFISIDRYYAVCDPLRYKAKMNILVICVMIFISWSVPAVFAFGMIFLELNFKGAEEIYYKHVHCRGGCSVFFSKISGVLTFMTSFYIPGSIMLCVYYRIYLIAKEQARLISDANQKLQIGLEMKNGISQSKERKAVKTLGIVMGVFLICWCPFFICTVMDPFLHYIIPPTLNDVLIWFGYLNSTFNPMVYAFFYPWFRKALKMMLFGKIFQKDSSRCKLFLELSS
#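 Assay system: CHO-derived RD-HGA16 cells with stable Gα16 and human TAAR1; timing: 17-24 h seeding, 75 min 37 °C dye, 30 min RT; read-out: % activation from peak over basal fluorescence ratio, DMSO-to-PEA scaled; measured by: kinetic Fluo-8 calcium fluorescence; benchmarks: low control DMSO, high control PEA (EC100); doses: 3 µM single concentration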
# M1 antag: human CHRM1 antagonism; 360,000 compounds, 1.3% hits; inhibition, % at 3 µM; CHO-K1 hM1, Fluo-8 calcium fluorescence, ACh EC80 antagonist; AID 588852;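 active = percent inhibition above its own plate's cutoff, namely the mean of that plate's compound wells plus 3 SD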;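 also: peak over basal fluorescence ratio during 140 s after agonist addition; 0% = ACh EC80 plus DMSO and 100% = DMSO alone without agonist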
# Target sequence (P11229 whole entry, looked up): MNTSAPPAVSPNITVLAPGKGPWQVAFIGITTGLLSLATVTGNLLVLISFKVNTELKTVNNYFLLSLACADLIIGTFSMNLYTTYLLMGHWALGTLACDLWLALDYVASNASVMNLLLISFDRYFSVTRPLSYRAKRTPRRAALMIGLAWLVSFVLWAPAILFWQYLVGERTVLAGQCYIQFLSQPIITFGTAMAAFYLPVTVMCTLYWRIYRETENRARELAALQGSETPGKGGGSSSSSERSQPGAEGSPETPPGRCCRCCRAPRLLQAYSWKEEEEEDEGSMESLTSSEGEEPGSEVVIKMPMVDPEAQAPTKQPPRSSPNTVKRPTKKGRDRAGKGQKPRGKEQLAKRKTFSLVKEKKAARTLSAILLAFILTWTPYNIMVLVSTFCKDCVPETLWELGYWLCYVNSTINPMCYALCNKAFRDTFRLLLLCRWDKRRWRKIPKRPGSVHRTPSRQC
# CHRM1 PAM: positive allosteric modulators of human M1 muscarinic receptor; activation, % at 3 µM; 360,000 compounds, 0.088% hits; P11229; CHO-K1 hM1, Fluo-8 calcium fluorescence, ACh EC20; 0% = ACh EC20, 100% = maximal ACh; in the data active = activation above about 19%, passing the limit was not always enough
# M1 ag parental: nonselective activator or artifact in parental CHO-K1 cells. Fluo-8 calcium fluorescence; scaled to maximal ATP response, vehicle zero. activation, % at 3 µM. 360,000 compounds, 0.48% hits. AID 602248; in the data active = activation above about 15%;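 also: untransfected CHO-K1 host cells lacking M1 receptor as counterscreen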
# TAAR1 antagonist: human TAAR1 antagonism; Q96RJ0; CHO RD-HGA16 TAAR1, Fluo-8 calcium fluorescence, antagonist; inhibition, % at 3 µM; 360,000 compounds, 1.5% hits; AID 624466;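 active = inhibition above a per-plate cutoff, the mean inhibition of test compounds on that plate plus 3 SD, cut at about 49% in these data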;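 also: 0% = DMSO plus EC80 beta-PEA response and 100% = DMSO alone without agonist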
#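 System: RD-HGA16 CHO cells with stable hTAAR1 and Gα16 | Probe or stimulus: EC80 β-phenethylamine stimulus | Dosing: 3 µM, single point | Times: Dye loading 75 min at 37 °C, then 30 min room temperature | Measured by: Fluo-8 calcium-sensitive fluorescence | Read-out basis: % inhibition of agonist calcium response | Replicates: n of 1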
# CHO parental Ca: signal in parental CHO cells, OX1R antagonist counter-screen; inhibition, % at 5.6 µM; parental CHO-K1, ATP-induced calcium, Fluo-8 fluorescence; AID 463079; 330,000 compounds, 0.63% hits;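 active = inhibition above that plate's mean sample inhibition plus 3 SD, cut at about 26% in these data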;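 also: 0% = ATP-challenged DMSO wells and 100% = DMSO wells without ATP; some compounds past the cut are filed as inactive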
#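 Measured by: calcium-sensitive Fluo-8 fluorescence / Test system: CHO parental line / Controls: ATP-challenged DMSO wells low, unchallenged DMSO wells high / Measure: % inhibition / Compound: single nominal dose of 5.6 µM per compound / Replicates: single well per compound, no replicates / Reagent: ATP as calcium-mobilizing challenge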
# CHO-K1 Ca antag: nonselective inhibitor or artifact in parental CHO-K1 cells | 360,000 compounds, 0.6% hits | inhibition, % at 3 µM | ATP-induced calcium, Fluo-8 fluorescence;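 active = inhibition above a per-plate cutoff, the plate's mean sample inhibition plus 3 SD, cut at about 24% in these data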;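 also: 0% = DMSO plus EC80 ATP and 100% = DMSO alone without ATP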
# CHRM1 agonist: agonists of human M1 muscarinic receptor; P11229; CHO-K1 hM1, Fluo-8 calcium fluorescence, agonist mode; 0% DMSO, 100% acetylcholine EC100; 360,000 compounds, 0.33% hits; activation, % at 3 µM;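 active = activation above the run's mean compound activation plus 3 SD, cut at about 16% in these data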;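 also: peak over basal fluorescence ratio within a 140 s kinetic read after compound addition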
# CHO-K1 Ca PAM: nonselective activator or artifact in parental CHO-K1 calcium assay. 360,000 compounds, 0.02% hits. ATP EC20, Fluo-8 calcium fluorescence; 0% at ATP EC20, 100% at ATP max. activation, % at 3 µM. AID 602247;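 active = activation above the run cutoff, the mean activation of all test compounds plus 3 SD, cut at about 40% in these data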;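 also: peak over basal fluorescence ratio in a 140 s read after ATP addition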
# * hit, by the source's call; . = not tested or not shown. Random draw from the library; 4.4% or so of the library scored in one or more.
# The opening two entries as a preview:
entry	SMILES	TAAR1 ag	M1 antag	CHRM1 PAM	M1 ag parental	TAAR1 antagonist	CHO parental Ca	CHO-K1 Ca antag	CHRM1 agonist	CHO-K1 Ca PAM
1	O=C(/C=C/c1cccc([N+](=O)[O-])c1)N1CCN(Cc2ccccc2)CC1	-1	-14	5	-0.6	-17	-6	-2	-7	-11
2	COc1ccc(CN(C)C(=O)c2[nH]c(C)c(C(C)=O)c2C)cc1F	3	-10	10	7.9	5	-6	-11	3	2

# The list itself (from the top)
entry	SMILES	TAAR1 ag	M1 antag	CHRM1 PAM	M1 ag parental	TAAR1 antagonist	CHO parental Ca	CHO-K1 Ca antag	CHRM1 agonist	CHO-K1 Ca PAM
1	O=C(/C=C/c1cccc([N+](=O)[O-])c1)N1CCN(Cc2ccccc2)CC1	-1	-14	5	-0.6	-17	-6	-2	-7	-11
2	COc1ccc(CN(C)C(=O)c2[nH]c(C)c(C(C)=O)c2C)cc1F	3	-10	10	7.9	5	-6	-11	3	2
3	COCCNC(=O)C1CCC(Cn2c(=S)[nH]c3ccccc3c2=O)CC1 (stereo not drawn)	6	1	2	0.1	9	-6	30*	1	-2
4	O=C(NCCN1CCOCC1)c1ccc(Cl)c(S(=O)(=O)N2CCCCC2)c1	1	49*	-8	0.0	-17	-5	17	-2	-30
5	COc1cccc(CN2CC(C(=O)NC3CCCCCC3)CCC2=O)c1 (stereo not drawn)	1	-14	11	1.7	-17	-11	-16	-4	10
6	O=[N+]([O-])c1cccnc1NCc1cccs1	9	-6	2	-0.3	-10	7	4	-5	0
7	N#CCCN(Cc1cccnc1)C(=S)NC(=O)c1ccccc1	2	-8	5	1.3	3	-7	-4	1	8
8	C[C@@H]1COc2cccc(N3CCC[C@H]3CO)c2S(=O)(=O)N1	3	.	.	0.2	-23	.	-12	.	6
9	CC(C)C1C(C#N)=C(N)Oc2n[nH]c(-c3ccccc3)c21 (stereo not drawn)	20	-48	13	0.4	-9	-19	-1	5	12
10	O=C(c1ccco1)N(Cc1cccc(Cl)c1)C1CCS(=O)(=O)C1 (stereo not drawn)	2	-20	11	0.3	-23	-7	-13	-2	-3
11	COCCCNC(=O)Cn1c(=O)n(Cc2ccccc2Cl)c(=O)c2cc(OC)c(OC)cc21	3	-14	9	0.7	-8	-14	-11	-2	9
12	O=C(NC(=O)N1CCN(C(c2ccccc2)c2ccccc2)CC1)c1ccccc1	-1	66*	-22	0.9	-19	-20	-11	-5	12
13	Cc1ccccc1NC(=O)Nc1nnc(CC(=O)NCc2ccccc2)s1	12	-13	12	-0.2	5	-7	5	-1	9
14	CS(=O)(=O)c1cccc(C(=O)NCc2ccc(F)cc2)c1	3	-9	8	0.6	0	-10	5	-3	10
15	O=C(CCSc1nc(-c2ccco2)cc(C(F)(F)F)n1)NCCc1ccccc1	1	-7	2	2.0	-15	-4	-3	-5	20
16	COc1ccc2c(Cl)c(C(=O)N/N=C/c3ccncc3)sc2c1	72*	-2	-1	1.0	49*	5	-6	-4	1
17	Cc1ccccc1NC(=S)NCc1ccc(Cl)cc1	4	5	-5	3.8	2	-13	-12	-9	9
18	Cc1ccc(NC(=O)C2CCN(S(=O)(=O)c3ccc4c(c3)NC(=O)C(C)S4)CC2)c(C)c1 (stereo not drawn)	6	19	-13	4.2	-1	-17	-1	-3	-16
19	COc1cc2c(cc1OC)CN(C(=O)CCNC(=O)c1ccc(Br)cc1)CC2	1	-3	2	0.5	-10	.	-6	-2	9
20	Cc1ccc(NC(=O)CSc2nnc(NC(=O)CN3CCOCC3)s2)cc1	1	3	5	0.2	-11	-10	2	-1	-2
21	COCc1cc(=O)n2c(-c3ccccc3OC)n[nH]c2n1	3	-23	3	0.0	1	-10	-16	-2	13
22	Cc1ccccc1NC(=O)C(C)Sc1nnc(CN2CCCC2)n1Cc1ccccc1 (stereo not drawn)	0	-11	4	0.6	-4	.	-21	-5	22
23	COc1ccc(Cl)cc1C(=O)NNC(=O)c1n[nH]c2ccccc12	3	-5	8	0.5	0	-9	-16	-3	16
24	O=C(CSc1nnc(CNC(=O)C23CC4CC(CC(C4)C2)C3)n1-c1ccccc1)Nc1ccccc1	16	-3	9	1.0	-19	-17	-8	0	25
25	CCNc1c(NS(=O)(=O)c2ccc(Br)s2)c(=O)oc2ccccc12	4	-7	5	5.2	-6	-16	-6	0	4
26	CC[C@@H]1C=C(C(=O)O)[C@H](c2ccc(Cl)cc2)N1S(=O)(=O)c1ccc(C)cc1	0	-10	6	0.2	-8	-14	-20	-2	14
27	CC1=C(C(=O)N(C)C)CC(CC(=O)NC2CC2)C(=O)N1CCC1=CCCCC1 (stereo not drawn)	2	-3	3	0.0	5	.	-16	-3	11
28	N#CCCN(C(=O)COC(=O)c1ccc2c(c1)OCCO2)c1ccccc1	4	-14	2	3.1	14	-8	-15	-1	15
29	Cc1ccc(S(=O)(=O)NN=C2CCCc3ccccc32)cc1	11	-13	4	0.4	-24	.	-1	-5	21
30	C=CCNC(=O)COc1coc(CN2CCN(C(=O)c3ccco3)CC2)cc1=O	1	-5	2	0.6	-43	-4	-11	-5	-5

# As entered above:
# For TAAR1 antagonist, `Cc1ccccc1NC(=O)C(C)Sc1nnc(CN2CCCC2)n1Cc1ccccc1` (stereo not drawn) has the entry -4
# For CHRM1 agonist, `Cc1ccc(NC(=O)C2CCN(S(=O)(=O)c3ccc4c(c3)NC(=O)C(C)S4)CC2)c(C)c1` (stereo not drawn) has the entry -3

# Later entries:
entry	SMILES	TAAR1 ag	M1 antag	CHRM1 PAM	M1 ag parental	TAAR1 antagonist	CHO parental Ca	CHO-K1 Ca antag	CHRM1 agonist	CHO-K1 Ca PAM
31	CCOC(=O)c1sc(=S)n(CC)c1NC(=O)c1ccccc1	-1	-13	4	0.8	-11	-15	-12	-3	-5
32	O=C1CSC(=Nc2cccc(Cl)c2Cl)N1Cc1cccnc1	-1	18	-9	2.7	-1	-28	-6	-3	-7
33	COc1ccc(CCN(/C=C2\Sc3ccccc3C2=O)C(C)=O)cc1OC	20	-20	20	0.3	-39	-18	-2	0	-17
34	CC(=O)c1cccc(NC(=O)/C(=C\c2ccco2)NC(=O)c2cccs2)c1	1	-10	11	1.2	9	-19	3	-1	19
35	O=c1[nH]cnc2c1ncn2C1OCC(O)C(O)C1O (stereo not drawn)	3	16	-2	-0.2	-17	.	15	0	-8
36	COc1ccc(N2CCN(C(c3cccs3)C(C)NS(=O)(=O)c3ccccc3)CC2)cc1 (stereo not drawn)	0	0	2	0.0	10	-24	8	-3	-6
37	CC(=O)N1CCN(Cc2nc(-c3cccc(Cl)c3)no2)CC1	3	-8	6	6.9	-25	-12	-11	-3	4
38	COc1ccc(-n2c(C)cc(C=O)c2C)cc1Cl	14	-4	4	0.3	4	-7	-4	-2	16
39	COc1ccc(N2CCN(S(=O)(=O)c3ccc(OC)c(C(=O)N4CCCCC4)c3)CC2)cc1	0	-9	3	5.9	-7	0	-1	-2	5
40	O=C(COC(=O)CN1C(=O)c2ccccc2C1=O)Nc1cccc(F)c1	36	0	2	3.1	12	-4	-13	0	12
41	Cc1ccc(N2C(=O)C(Cl)=C(NCc3ccccc3)C2=O)c(C)c1	7	-7	-8	4.3	13	0	1	-3	16
42	O=c1c2[nH]c3ccccc3c2nc2n1CCCS2	3	-5	7	-0.1	-4	-3	-2	-10	1
43	N#Cc1nc(-c2ccc([N+](=O)[O-])cc2)oc1N1CCCCC1	-2	-12	2	0.0	-2	-4	4	0	-16
44	O=C(COC(=O)c1cccc(S(=O)(=O)N2CCCCC2)c1)NCc1cccc(Cl)c1	-1	-4	5	0.4	1	.	-2	0	-11
45	CCOc1ccc(S(=O)(=O)N2CCN(Cc3ccccc3)CC2)c2cccnc12	0	-31	12	1.5	16	-11	-6	-1	15

# Some entries already given, limited to TAAR1 ag:
entry	canonical_smiles	TAAR1 ag
17	Cc1ccccc1NC(=S)NCc1ccc(Cl)cc1	4
18	Cc1ccc(NC(=O)C2CCN(S(=O)(=O)c3ccc4c(c3)NC(=O)C(C)S4)CC2)c(C)c1 (stereo not drawn)	6
19	COc1cc2c(cc1OC)CN(C(=O)CCNC(=O)c1ccc(Br)cc1)CC2	1
20	Cc1ccc(NC(=O)CSc2nnc(NC(=O)CN3CCOCC3)s2)cc1	1
21	COCc1cc(=O)n2c(-c3ccccc3OC)n[nH]c2n1	3

# Continuation:
entry	SMILES	TAAR1 ag	M1 antag	CHRM1 PAM	M1 ag parental	TAAR1 antagonist	CHO parental Ca	CHO-K1 Ca antag	CHRM1 agonist	CHO-K1 Ca PAM
46	COc1ccc(C2C(=O)N(C3CCCCC3)CC(=O)N2C2CCCCC2)cc1 (stereo not drawn)	3	0	6	-0.5	-7	-21	2	-7	-6
47	O=C(Nc1ccc(F)cc1)NC1(C(=O)NCc2cccs2)CCCCC1	-1	-9	4	1.1	-7	-5	-10	-2	4
48	COc1cc2[nH]c(=O)n(CCC(=O)NC3CCCC3)c(=O)c2cc1OC	5	-27	5	0.4	-14	-13	-1	-1	14
49	CCN(CCCNC(=O)C1CCC(=O)N1Cc1ccc(F)cc1)c1cccc(C)c1 (stereo not drawn)	4	-5	4	1.5	4	-27	-8	-4	12
50	O=C(NCSc1ccccc1)c1ccccc1	13	5	1	0.2	-2	-6	-1	-3	-5
51	CCCN1CCN(CCCNC(=O)c2cc3c(=O)oc4ccc(C)cc4c3s2)CC1	4	-1	-6	-0.3	-21	-18	2	21*	-17
52	CCNC(=O)[C@H]1O[C@@H](n2cnc3c(N)nc(NCCc4ccc(CCC(=O)O)cc4)nc32)[C@H](O)[C@@H]1O	1	-9	-7	-0.1	-9	22	4	1	5
53	O=C1CCC(=O)N1c1ccccc1-c1ccccc1	8	-6	5	0.5	-5	-2	-7	-2	7
54	O=c1c2ccccc2nc2c3ccccc3c(NCc3ccco3)nn12	3	9	-4	1.1	10	-9	-6	-3	22
55	COc1cc(NC(=O)C(=O)NNC(=O)C2CCCCC2)c(OC)cc1Cl	9	-7	0	0.5	-10	-8	-6	1	13
56	Nc1nc(-c2ccc(NC(=O)c3ccco3)cc2)cs1	2	-7	6	0.4	-10	-13	-13	-3	8
57	COc1ccc(-c2cc(C(=O)NCc3ccco3)c3ccccc3n2)cc1	9	-5	8	3.7	49*	-21	-2	-2	13
58	CS(=O)(=O)Nc1cccc(NC(=O)c2ccc(-n3ccnc3)c3ccoc23)c1	10	-9	-4	3.1	15	.	-9	1	-3
